Bioassay records deposited in PubChem BioAssay by several laboratories.
TRPM1 prom inh = reduces MITF-dependent TRPM1 promoter luciferase signal | SK-MEL-5 TRPM1 promoter luciferase, 24 h | 0.83% of 330,000 active | inhibition, % at 12.5 µM | AID 488899;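 active = mean inhibition across replicates of 60% or more, whatever share of single replicates reaches that level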; also: values of inactives mirror those of a sister screen read the other way
aDG glyco up = increases alpha dystroglycan glycosylation; 0.22% of 360,000 active; AID 624168; Pro5-aDG cells, alpha-DG glycosylation AlphaScreen (IIH6); 0% Pro5, 100% B10-LARGE cell signal; activation, % at 10 µM;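 active = activation of at least 8% versus controls, or a plate z-score of at least 8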;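 also: Pro5 are CHO cells carrying HIG-tagged alpha-DG that lacks glycosylation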
hiPSC survival = enhancers of human iPSC single-cell survival; hiPSC single-cell survival, ATPlite luminescence; 100% = ROCK inhibitor wells, 0% = DMSO; survival enhancement, % at 20 µM; 0.044% of 360,000 active; AID 602274; in the data active = survival enhancement above about 18%;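 also: cells exposed to compounds for 16 hours before the ATP read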
Vif imaging = blocks HIV Vif function. 0.35% of 340,000 active. HEK293T cells, Vif self-association by quenched fluorescence, imaging, 24 h. AID 602346. inhibition, % at 7.49 µM; in the data active = inhibition above about 50%, passing the limit was not always enough; also: some results filed as inactive read as strong as hits
NR2E3 ag-1 = agonists of human NR2E3 nuclear receptor. AID 602229. 0.35% of 360,000 active. CHO-S Gal4-NCOR/VP16-NR2E3 two-hybrid, luciferase. inhibition of corepressor binding, % at 3.98 µM;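 active = inhibition above the mean of all tested compounds plus 3 SD, cut at about 70% in these data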;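 also: 0% = DMSO with NR2E3 transfected cells and 100% = cells lacking NR2E3 construct; higher means lower luciferase signal from less NR2E3 corepressor binding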
Target sequence (Q9Y5X4 whole entry, looked up, the tested form may be a part): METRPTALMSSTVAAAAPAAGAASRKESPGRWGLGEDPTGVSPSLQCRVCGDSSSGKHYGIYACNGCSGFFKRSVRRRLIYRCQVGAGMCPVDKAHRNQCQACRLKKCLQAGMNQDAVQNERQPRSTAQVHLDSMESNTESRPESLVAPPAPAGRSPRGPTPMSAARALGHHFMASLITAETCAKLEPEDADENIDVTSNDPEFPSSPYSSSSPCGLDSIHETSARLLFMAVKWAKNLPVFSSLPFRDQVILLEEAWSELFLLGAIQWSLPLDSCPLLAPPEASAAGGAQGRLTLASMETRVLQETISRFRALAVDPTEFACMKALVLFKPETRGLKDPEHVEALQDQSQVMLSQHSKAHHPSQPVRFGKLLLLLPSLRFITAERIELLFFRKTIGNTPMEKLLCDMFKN
Granule exo inh = blocks lytic granule exocytosis; 0.66% of 360,000 active; inhibition, % at 10 µM; TALL-104 LAMP-1 surface exposure, flow cytometry; cells stimulated with thapsigargin and PMA;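 active = inhibition above about 55%, limit read from the data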
HIF-2a block = blocks HIF-2a reporter activity. inhibition, % at 18.8 µM. 0.72% of 360,000 active. 786-0 RCC cells HIF-2a reporter, luciferase luminescence, overnight. AID 624352;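 active = inhibition of the luminescence signal of 40% or more relative to plate controls, in a single-dose primary screen at 18.75 µM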
Peg3 prom inh = reduces Peg3 promoter-driven luciferase expression in HeLa; HeLa PEG-Prom luciferase reporter, luminescence, overnight; inhibition, % at 20 µM; 1.7% of 360,000 active; AID 588405;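 active = inhibition of at least 50% at 20 µM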
PDI turbidity = blocks human protein disulfide isomerase activity; P07237; PDI insulin aggregation turbidity, A650, 90 min; inhibition, % at 10 µM; 0.052% of 350,000 active; AID 588391;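 active = mean inhibition across replicates of 30% or more, whatever share of single replicates reach that level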;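 also: absorbance from insulin aggregation driven by PDI reduction with DTT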
Target sequence (P07237 whole entry, looked up): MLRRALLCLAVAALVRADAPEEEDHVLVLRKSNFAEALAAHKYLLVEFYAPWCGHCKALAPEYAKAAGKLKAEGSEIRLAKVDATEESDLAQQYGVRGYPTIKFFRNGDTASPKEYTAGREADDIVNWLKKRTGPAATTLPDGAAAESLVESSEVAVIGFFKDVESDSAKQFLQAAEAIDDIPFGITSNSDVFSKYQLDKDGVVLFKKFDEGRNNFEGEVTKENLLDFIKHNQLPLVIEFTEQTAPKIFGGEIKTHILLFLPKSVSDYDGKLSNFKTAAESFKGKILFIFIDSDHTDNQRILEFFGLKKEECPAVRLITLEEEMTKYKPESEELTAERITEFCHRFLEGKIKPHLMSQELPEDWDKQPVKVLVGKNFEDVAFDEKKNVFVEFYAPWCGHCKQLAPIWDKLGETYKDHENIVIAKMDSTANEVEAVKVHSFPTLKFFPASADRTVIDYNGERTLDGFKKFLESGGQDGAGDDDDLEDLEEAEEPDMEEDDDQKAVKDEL
CaV13 FRET inh = Primary screen for inhibitors of IQ motif and Ca2+-dependent inactivation inhibitor domain binding in CACNA1D, Förster resonance energy transfer in living cells, … | HEK cells, CFP/YFP FRET ICDI-IQ, plate reader, 10 min; percent FRET-ratio fall versus neutral wells | inhibition, % at 12.3 µM | 0.098% of 340,000 active | AID 743397;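 active = mean replicate inhibition of at least 30% and at least 1% of replicates passing that level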;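 also: 0% = median of the neutral control wells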
NR2E3 ag-2 = NR2E3 (human) agonism | Q9Y5X4 | GST-NR2E3/biotin-RetCOR TR-FRET, 1536-well | inhibition of corepressor binding, % at 4.78 µM | 0.12% of 320,000 active | AID 2300;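 active = percent inhibition above the cutoff of mean plus 3 SD of all tested compounds, set per screening campaign, cut at about 20% in these data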;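 also: 0% = DMSO wells and 100% = biotin wells as full block of FRET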
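System: GST-tagged NR2E3 plus biotinylated RetCOR corepressor; Buffer or medium: pH 7.5 Tris-based buffer; Probe or stimulus: RetCOR corepressor, biotinylated, 7 nM; Doses: compound at 4.8 µM, single dose; Schedule: 5 h incubation at 4 °C; Technique: time-resolved FRET; Evaluation: percent inhibition of TR-FRET ratio; Replication: one well per compound, singlicate testing.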
An asterisk follows results filed as active; . = not tested or not shown.

SMILES	TRPM1 prom inh	aDG glyco up	hiPSC survival	Vif imaging	NR2E3 ag-1	Granule exo inh	HIF-2a block	Peg3 prom inh	PDI turbidity	CaV13 FRET inh	NR2E3 ag-2
O=C(CSc1ncccn1)Nc1cccc2ccccc12	-1	0.0	-0.3	17	-34	-5	-32	-37	7	-3	1
O=C(Cc1csc(Nc2nc(=S)[nH]c3ccccc23)n1)NCc1ccccc1Cl	31	-0.3	0.2	19	-18	-1	-3	51*	-9	-8	-1
CCC(C)(C)NC(=O)/C=C/c1ccc(OC)c(S(=O)(=O)N2CCOCC2)c1	4	-0.2	2.3	-2	-1	-3	16	4	-2	-4	-2
O=C(COC(=O)CCCOc1ccccc1)NNC(=O)c1ccc([N+](=O)[O-])cc1	3	-0.1	0.2	5	-27	0	8	2	5	-5	-3
CCC(C(=O)N1CCOCC1)n1c(C(=O)OC)cc2occc21 (configuration not stated)	-1	-0.2	1.3	0	-16	1	-8	8	-1	-7	1
CC1CCCC(NC(=O)COC(=O)c2ccc(S(=O)(=O)N3CCOCC3)cc2)C1C (configuration not stated)	-6	-0.1	0.2	18	9	0	-16	-2	0	.	-1
CCC(C)(c1ccc(C(=O)OC)s1)c1ccc(C(=O)OC)s1	-3	-0.1	1.9	6	-14	5	14	2	0	-4	3
COC(=O)Nc1ccc(S(=O)(=O)N(C)CC(F)(F)C(F)F)cc1	-10	-0.1	-2.7	3	-23	2	14	2	4	-5	0
COCCNc1nc(NCCOc2ccccc2Cl)c2sccc2n1	.	3.5	-0.2	.	26	3	-25	0	19	-6	.
CC(=O)Nc1ccc(S(=O)(=O)N2CCN(Cc3cccnc3)CC2)cc1	-6	0.2	0.1	.	9	-5	6	17	6	-9	-4
Cc1ccn2cc(CNS(=O)(=O)c3ccc(Cl)s3)nc2c1	.	0.1	3.5	9	-12	11	-87	-11	.	-5	2
CCCNC(=O)Cn1c(=O)/c(=C\c2ccc(-c3cccc([N+](=O)[O-])c3)o2)s/c1=C\C(=O)C(C)(C)C	9	0.1	-0.2	-4	-39	2	5	16	-22	-4	1
Cc1ccc(NS(=O)(=O)c2cccc(C(=O)NCC3(N(C)C)CCCCC3)c2)cc1	0	0.3	0.1	2	-9	3	14	-4	0	-7	1
CCN(CC)CCN(C(=O)c1ccc(S(=O)(=O)N2CCCC2)cc1)c1nc2cc(C)cc(C)c2s1	-12	0.4	-0.4	-3	-25	-15	1	-32	-1	.	3
Cc1ccc(OCC(=O)N(Cc2ccco2)C2CCS(=O)(=O)C2)cc1 (configuration not stated)	-4	0.0	0.2	-3	-17	-3	1	6	-5	-4	0
Cc1cccc(C)c1NC(=O)C(C)NCc1cccs1 (configuration not stated)	.	0.8	-2.4	7	-1	-2	6	8	4	-5	.
COc1ccc(-c2nc3c(s2)CCc2onc(-c4ccc(Br)cc4)c2-3)cc1	23	-0.3	-2.4	.	-8	-11	2	9	-1	-9	2
O=C(CCC(=O)Nc1ccc(F)cc1)N/N=C/c1ccncc1	6	-0.2	0.5	-2	11	-2	1	1	0	-5	-4
CCc1nnc(NC(=O)C2(C)COC(c3ccccc3)OC2)s1 (configuration not stated)	3	-0.1	0.6	-5	-7	0	12	3	2	1	-1
COc1ccc(C(=O)NCc2ccc3c(c2)OCO3)cc1	-6	0.1	-0.3	-4	5	-3	-8	-8	-1	7	-3
O=C(Nc1ccc(Cl)cc1)N1CCOCC1	-21	-0.1	-0.5	2	-56	0	-19	21	20	-2	1
COc1cccc(NC(=O)CN(C)C(=O)Cn2c(=O)oc3ccccc32)c1	10	0.4	-0.3	-2	18	0	6	5	2	-2	-3
COc1ccc([C@H]2CC(=O)C=C(/C=C/c3ccccc3)C2)cc1	-78	-0.1	1.2	-2	-28	11	-246	-325	2	-11	2
O=C1C2C3C=CC(CC3)C2C(=O)N1/N=C/c1ccco1 (configuration not stated)	10	0.0	-0.7	16	-27	15	-21	-43	7	-5	-1
O=C1CC(N2CCN(c3ncccn3)CC2)C(=O)N1CCc1ccccc1 (configuration not stated)	8	-0.1	0.3	6	10	0	19	8	-3	-7	0
COc1ccc(S(=O)(=O)N2CCOCC2)cc1NC(=O)c1ccc(-n2nc(C)cc2C)cc1	0	0.1	-0.6	-4	-5	-2	16	16	-4	-6	1
C[C@@H]1CN([C@H](C)CO)S(=O)(=O)c2ccc(C#CC3CCCCC3)cc2O[C@H]1CN(C)C(=O)Cc1ccncc1	.	0.1	-1.1	.	-38	-8	-11	-1	5	-6	.
Cc1ccc(/C=C2\C(=N)N3N=C(CC(=O)N4CCCCC4)SC3=NC2=O)cc1	3	1.1	-0.2	11	7	5	14	-17	0	-16	-1
CN(CCC#N)C(=S)Nc1ccc(Oc2ccccc2)cc1	-5	-0.2	-0.9	12	-3	3	9	-8	9	-4	1
O=C(NCCOc1ccccc1)c1cncc(Br)c1	-48	0.1	-1.6	11	-66	13	-217	-138	-3	.	5
Clc1ccc(-c2csc(-c3cccnc3)n2)s1	-21	-0.2	-0.1	-12	-8	2	-205	-167	2	-3	-4
O=S(=O)(Nc1cccc2[nH]ncc12)c1cccs1	-7	0.1	1.1	5	-6	-1	22	12	0	-5	3
O=c1c(N2CCOCC2)nsn1Cc1ccccc1	9	-0.1	2.0	12	7	-2	9	0	-15	-5	-2
Cc1cc(Br)cn2c(Cc3ccccc3)c(-c3ccccc3)nc12	.	0.1	3.3	.	-33	7	-14	-16	.	-7	.
CC(C)c1ccc(C(O)c2cnc(C(C)C)n2C)cc1 (configuration not stated)	-33	0.0	-0.9	-16	-36	-2	-173	-136	-11	-7	1
CC1Cc2ccccc2N1C(=O)c1ccc(F)c(S(=O)(=O)N2CCOCC2)c1 (configuration not stated)	-7	0.3	4.0	23	9	10	13	9	-1	-6	.
Cc1cc(C)cc(CC(=O)N2CCC2(C)C(=O)NS(=O)(=O)c2ccc(C#N)cc2)c1 (configuration not stated)	.	0.0	1.9	16	-28	6	2	12	20	-4	.
C[C@@H]1CN(S(=O)(=O)C(C)(C)C)[C@@H](CCO)/C1=C\c1ccccc1	-5	-0.2	-1.3	.	-24	-3	10	14	-3	-4	.
Cc1cccc(NS(=O)(=O)c2ccc(C(=O)NCC(C)(C)N3CCOCC3)cc2)c1C	20	-0.2	1.3	-10	-6	-3	16	10	4	-12	2
Cc1ccc(-c2nn(-c3ccccc3)cc2/C=C/C(=O)OCC(=O)NC2CC2)o1	5	0.9	4.0	-5	5	-5	-11	10	-3	-2	0
Cc1ccc(C2=NNC(c3ccc(Cl)cc3)=Nc3ccccc32)o1	21	-0.4	-0.2	9	-15	-1	-19	-7	5	-14	2
Cc1cccc(NC(=O)C2C3CCCCC32)c1 (configuration not stated)	-44	0.0	-0.5	-6	-74	-9	-221	-173	-3	14	.
COC(=O)C1=C(C)N(Cc2ccc3c(c2)OCO3)C(=O)C1	-9	0.3	-0.1	3	11	5	-2	6	-2	-2	7
Cc1onc(-c2ccccc2)c1-c1nnc(-c2ccccc2C(F)(F)F)o1	8	0.0	0.0	-6	-11	-1	4	29	-12	-4	3
CCCCCCCCCCS(=O)(=O)N/N=C/c1ccc(O)cc1	14	0.1	2.2	-7	11	1	3	5	3	-6	-2
Cn1cc(/C=C2\SC(=S)N(NC(=O)c3ccccc3)C2=O)c2ccccc21	-23	-0.2	-1.8	13	-12	-6	-8	-12	-5	-6	3
CC(C)(C)C(=O)Cn1nnc(-c2ccc(C(F)(F)F)cc2)n1	2	0.1	-0.4	4	-11	-8	-23	-19	-3	-14	-5
CCOc1ccc(OCCOC(=O)C2CCN(S(=O)(=O)c3ccc(C)c(C)c3)CC2)cc1	-11	0.3	-0.4	.	-13	-3	-2	6	-6	-8	0
COc1ccccc1CNC(=O)CCNC(=O)c1ccco1	1	-0.1	-0.1	-1	7	-2	-4	-1	10	-4	.
CCOC(=O)c1cnc2c(OC)cccc2c1N1CC(C)CC(C)C1 (configuration not stated)	23	0.1	-0.4	-5	-7	12	7	18	-5	-19	3
C=CC[C@]12CC=CC(=O)[C@@]1(O)O[C@H](c1ccc(OC)c(OC)c1)[C@H]2C	62*	-0.3	-5.5	-1	13	-5	38	24	.	.	-3
CC1CC(C)CN(CCCNC(=O)c2ccc(CNS(=O)(=O)c3ccc(F)cc3)cc2)C1 (configuration not stated)	-17	-0.1	0.0	-3	-29	-4	16	-4	8	-2	-2

An excerpt from above in order of length of the SMILES, lowest first.
SMILES	TRPM1 prom inh	aDG glyco up	hiPSC survival	Vif imaging	NR2E3 ag-1	Granule exo inh	HIF-2a block	Peg3 prom inh	PDI turbidity	CaV13 FRET inh	NR2E3 ag-2
COc1ccccc1CNC(=O)CCNC(=O)c1ccco1	1	-0.1	-0.1	-1	7	-2	-4	-1	10	-4	.
CCOC(=O)c1cnc2c(OC)cccc2c1N1CC(C)CC(C)C1 (configuration not stated)	23	0.1	-0.4	-5	-7	12	7	18	-5	-19	3
CC(C)(C)C(=O)Cn1nnc(-c2ccc(C(F)(F)F)cc2)n1	2	0.1	-0.4	4	-11	-8	-23	-19	-3	-14	-5

Part of the list above, set out differently.
Values in the order – TRPM1 prom inh | aDG glyco up | hiPSC survival | Vif imaging | NR2E3 ag-1 | Granule exo inh | HIF-2a block | Peg3 prom inh | PDI turbidity | CaV13 FRET inh | NR2E3 ag-2
> Cc1ccc(NS(=O)(=O)c2cccc(C(=O)NCC3(N(C)C)CCCCC3)c2)cc1
 : 0 | 0.3 | 0.1 | 2 | -9 | 3 | 14 | -4 | 0 | -7 | 1
> CCN(CC)CCN(C(=O)c1ccc(S(=O)(=O)N2CCCC2)cc1)c1nc2cc(C)cc(C)c2s1
 : -12 | 0.4 | -0.4 | -3 | -25 | -15 | 1 | -32 | -1 | . | 3
> Cc1ccc(OCC(=O)N(Cc2ccco2)C2CCS(=O)(=O)C2)cc1 (configuration not stated)
 : -4 | 0.0 | 0.2 | -3 | -17 | -3 | 1 | 6 | -5 | -4 | 0
> Cc1cccc(C)c1NC(=O)C(C)NCc1cccs1 (configuration not stated)
 : . | 0.8 | -2.4 | 7 | -1 | -2 | 6 | 8 | 4 | -5 | .
> COc1ccc(-c2nc3c(s2)CCc2onc(-c4ccc(Br)cc4)c2-3)cc1
 : 23 | -0.3 | -2.4 | . | -8 | -11 | 2 | 9 | -1 | -9 | 2
> O=C(CCC(=O)Nc1ccc(F)cc1)N/N=C/c1ccncc1
 : 6 | -0.2 | 0.5 | -2 | 11 | -2 | 1 | 1 | 0 | -5 | -4
> CCc1nnc(NC(=O)C2(C)COC(c3ccccc3)OC2)s1 (configuration not stated)
 : 3 | -0.1 | 0.6 | -5 | -7 | 0 | 12 | 3 | 2 | 1 | -1
> COc1ccc(C(=O)NCc2ccc3c(c2)OCO3)cc1
 : -6 | 0.1 | -0.3 | -4 | 5 | -3 | -8 | -8 | -1 | 7 | -3
> O=C(Nc1ccc(Cl)cc1)N1CCOCC1
 : -21 | -0.1 | -0.5 | 2 | -56 | 0 | -19 | 21 | 20 | -2 | 1
> COc1cccc(NC(=O)CN(C)C(=O)Cn2c(=O)oc3ccccc32)c1
 : 10 | 0.4 | -0.3 | -2 | 18 | 0 | 6 | 5 | 2 | -2 | -3
> COc1ccc([C@H]2CC(=O)C=C(/C=C/c3ccccc3)C2)cc1
 : -78 | -0.1 | 1.2 | -2 | -28 | 11 | -246 | -325 | 2 | -11 | 2
